Assay outcomes as filed in PubChem BioAssay.
CIT2 TOR yeast – yeast TOR pathway CIT2-GFP modulation; S. cerevisiae CIT2-GFP strain, flow cytometry, 3 h; 100 means same as DMSO wells; GFP response vs DMSO, % at 10 µM; 320,000 tested, 0.065% active;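 active = GFP response relative to DMSO above a set limit, near the screen mean plus 3 SD, cut at about 150% in these data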;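 note: ratio of well median GFP fluorescence to mean of DMSO wells on the plate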
AGP1-GFP MLPCN – alters AGP1-GFP fluorescence in TOR pathway yeast screen; S. cerevisiae AGP1-GFP multiplex flow cytometry, 3 h; GFP as percent of DMSO wells; GFP response vs DMSO, % at 10 µM; 320,000 tested, 0.02% active; AID 2066;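 active = GFP response relative to DMSO above a set limit, near screen average plus 3 SD, cut at about 150% in these data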;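 note: median GFP channel fluorescence of the gated AGP1 strain per well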
Efflux pump inh – inhibitors of Candida antifungal efflux pumps expressed in yeast; S. cerevisiae Candida pump triplex, Nile Red efflux; 330,000 tested, 0.44% active; inhibition, % at 10 µM; AID 485275;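 active = plate passing quality check with inhibition over a set limit, or well fluorescence over plate mean plus 4 SD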;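 note: Nile Red retained in pooled yeast measured as flow cytometry median fluorescence; 0% = buffer negative control and 100% = Enniatin B positive control; higher means more Nile Red kept so more efflux inhibition; some compounds called inactive have numbers as strong as hits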
MEP2 TOR yeast – modulators of TOR pathway MEP2-GFP in S. cerevisiae. S. cerevisiae MEP2-GFP strain, flow cytometry GFP, 3 h; 100% = DMSO control level. GFP response vs DMSO, % at 10 µM. 330,000 tested, 0.51% active;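 active = GFP response versus DMSO above a set limit, roughly screen mean plus 3 SD, cut at about 180% in these data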;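 note: median GFP fluorescence of the barcode-gated MEP2-GFP cells per well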
RPL19A-GFP yeast – yeast TOR pathway RPL19A-GFP modulation; 330,000 tested, 0.3% active; AID 2025; percent response vs DMSO, % at 10 µM; S. cerevisiae RPL19A-GFP strain, flow cytometry, 3 h; hits give low values;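 active = percent response vs DMSO below 50%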;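 note: median channel GFP fluorescence of the barcoded RPL19A-GFP strain; ratio of sample median GFP to plate DMSO average so 100% = DMSO; lower means less RPL19A-GFP as with rapamycin TOR inhibition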
AHR act – activates the human aryl hydrocarbon receptor. P35869. AHR-responsive luciferase reporter cells, luminescence. activation, % at 5 µM. 320,000 tested, 2.5% active. AID 2796; in the data active = activation above about 47%;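 note: 0% = vehicle wells and 100% = reference agonist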
Target sequence (P35869 whole entry, looked up): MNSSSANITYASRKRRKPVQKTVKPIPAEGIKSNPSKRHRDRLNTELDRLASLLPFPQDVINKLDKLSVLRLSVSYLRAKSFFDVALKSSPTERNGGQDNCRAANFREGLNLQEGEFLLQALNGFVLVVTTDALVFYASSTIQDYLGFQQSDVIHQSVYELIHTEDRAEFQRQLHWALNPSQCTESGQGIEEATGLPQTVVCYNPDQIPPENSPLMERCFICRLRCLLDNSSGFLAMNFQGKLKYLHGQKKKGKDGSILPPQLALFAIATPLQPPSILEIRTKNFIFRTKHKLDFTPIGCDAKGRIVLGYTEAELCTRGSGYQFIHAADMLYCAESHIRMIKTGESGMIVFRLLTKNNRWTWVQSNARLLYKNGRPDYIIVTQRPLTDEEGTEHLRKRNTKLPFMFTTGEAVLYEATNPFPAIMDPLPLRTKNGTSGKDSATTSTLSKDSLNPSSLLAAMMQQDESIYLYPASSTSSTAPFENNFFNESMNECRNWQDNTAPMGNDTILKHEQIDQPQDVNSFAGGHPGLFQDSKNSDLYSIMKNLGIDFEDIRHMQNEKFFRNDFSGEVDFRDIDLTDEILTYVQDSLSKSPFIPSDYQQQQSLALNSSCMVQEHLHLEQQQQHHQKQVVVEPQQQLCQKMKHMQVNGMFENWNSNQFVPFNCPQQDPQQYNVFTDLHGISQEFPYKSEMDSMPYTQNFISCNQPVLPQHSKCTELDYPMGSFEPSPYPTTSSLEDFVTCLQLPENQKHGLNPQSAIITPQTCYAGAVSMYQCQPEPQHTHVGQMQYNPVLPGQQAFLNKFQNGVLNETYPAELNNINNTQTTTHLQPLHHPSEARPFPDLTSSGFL
Yeast superoxide – yeast age-related superoxide inhibition as caloric restriction mimetic | 330,000 tested, 0.18% active | superoxide response (% of plate mean), % at 10 µM | S. cerevisiae aged cells, superoxide DHE fluorescence; hits give low values | AID 2690;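 active = superoxide response under a set limit, about three screen SD below normal, cut at about 65% in these data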;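 note: yeast aged for seven days with compound at 30 °C before DHE staining; 100% = average MFI of all compound-treated wells on the plate with controls excluded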
LAP4 TOR yeast – alters LAP4-GFP fluorescence in TOR pathway yeast screen; S. cerevisiae LAP4-GFP multiplex, flow cytometry GFP, 3 h; median GFP as percent of DMSO wells; 320,000 tested, 0.34% active; GFP response vs DMSO, % at 10 µM;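 active = GFP response vs DMSO above a set limit, about the screen mean plus 3 SD, cut at about 150% in these data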
The depositor's hits bear a star; · = not tested or not shown.

SMILES,AGP1-GFP MLPCN,CIT2 TOR yeast,LAP4 TOR yeast,RPL19A-GFP yeast,Efflux pump inh,MEP2 TOR yeast,AHR act,Yeast superoxide
O=C(N/N=C/c1c(Cl)cccc1Cl)c1ccc(F)cc1,100,92,109,104,-0.1,101,16,112
COc1ccc([N+](=O)[O-])cc1NC(=O)CCN1CCN(c2ccccc2)CC1,92,89,95,92,0.2,102,4,112
O=C(C1=C[C@H](C2CCCCC2)C[C@H](OCCCCO)O1)N1CCN(Cc2ccccc2)CC1,94,96,121,100,0.1,95,-3,101
COC(=O)c1c(NC(=O)/C=C/c2ccc3c(c2)OCO3)sc(C)c1C,99,113,94,99,-0.1,111,15,97
N#Cc1ccc(NC(=O)Nc2cccc(C#N)c2)cc1,91,92,89,99,0.0,98,·,90
O=C(CN(c1ccccc1)S(=O)(=O)c1ccccc1)NCCSc1nc2ccccc2s1,102,107,97,101,0.0,105,1,95
CC(C)(C)c1nc2c(C#N)c(-c3ccc(Cl)cc3)ccn2n1,98,98,103,98,-0.4,103,0,144
CCOC(=O)N1CCN(C(=O)COc2cccc3c2CCN(Cc2ccccc2F)C3=O)CC1,94,98,90,105,2.7*,96,0,106
O=C(/C=C\c1ccc(-c2ccccc2)o1)c1ccccc1,92,91,132,102,-0.2,88,23,103
O=C(CCC(=O)N1CCN(c2ccccc2F)CC1)c1ccc(F)cc1,98,84,107,91,0.1,93,1,105
O=C(N/N=C/c1coc2ccccc2c1=O)c1cc2ccccc2o1,99,100,79,104,-1.0,66,19,93
COc1ccc(-c2cc(C(=O)Nc3c(C)n(C)n(-c4ccccc4)c3=O)c3ccccc3n2)c(OC)c1,97,92,95,95,0.1,103,5,242
COc1ccc2nc(SCC(=O)Nc3nccs3)[nH]c2c1,95,105,93,107,0.1,112,14,89
CCOc1ccc(CCNC(=O)Cc2ccc(NC3=NC4CS(=O)(=O)CC4S3)cc2)cc1OCC (configuration not stated),101,99,98,102,0.2,100,-1,102
C=CCC(CC=C)(NC(=O)c1cccc(C)c1)c1ccccc1,110,102,112,114,-0.1,109,8,102
C=CCn1c(SCC(=O)N2CCOCC2)nc2sc3c(c2c1=O)CCCC3,94,83,98,95,-0.1,101,-1,95
COc1cc(C)c(C(N)=O)c(OC)n1,94,·,100,94,0.0,97,-1,85
C=CCOc1cccc(C2/C(=C(/O)c3ccc(C)cc3)C(=O)C(=O)N2CCN2CCOCC2)c1 (configuration not stated),106,85,112,102,0.1,100,-2,82
O=c1ccc(-c2ccccc2)nn1Cc1ccc(F)cc1Cl,98,98,111,102,0.0,115,2,94
COc1ccccc1N1CCN(CCNC(=O)Nc2cccc(C)c2C)CC1,109,103,102,102,-0.1,103,-1,104
COc1cc(SC)ccc1C(=O)Nc1cc(C)ccn1,94,93,103,99,-0.2,90,39,74
O=C(Nc1ccc(F)cc1)C1CCCN(S(=O)(=O)c2ccc3[nH]c(=O)ccc3c2)C1 (configuration not stated),95,94,98,96,0.1,99,-1,122
O=C(N/N=C/c1cc(Br)cc(Br)c1O)c1ccncc1,102,97,120,101,0.3,105,28,89
O=C(COC(=O)c1cc(-c2cccs2)nc2ccccc12)NC1CCS(=O)(=O)C1 (configuration not stated),90,93,94,96,-0.1,105,1,116
CCOC(=O)Nc1ccc(OCc2nnc3c4ccccc4c(C)nn23)cc1,108,104,99,102,0.1,104,-3,95
Cc1cnc(NC(=O)Cc2ccc(S(=O)(=O)N3CCOCC3)s2)s1,107,107,107,98,-0.1,116,6,94
CCOC(=O)N1CCN(C(=O)Nc2ccc(Cl)cc2Cl)CC1,95,93,94,96,-0.1,95,-2,100
Cc1ccc(S(=O)(=O)N(C)C)cc1NC(=O)COC(=O)c1c(C)noc1C,99,96,98,100,-0.1,98,0,102
COc1ccc(-n2nc3c(c2NC(=O)CBr)CSC3)cc1,105,97,110,100,0.3,99,1,106
CCOC(=O)C1=C(c2ccc(OC)cc2)OC(N)=C(C#N)C1c1cccnc1 (configuration not stated),94,75,123,93,0.0,89,37,102
COC(=O)c1cc(C(=O)c2ccccc2)n2c(=O)/c(=C\N(C)C)sc12,103,96,99,99,0.1,98,1,93
CC/C(O)=C1\C(=O)CC(c2ccccc2)CC1=NC(C)C (configuration not stated),94,96,102,99,0.9,94,123*,97
COc1ccc(S(=O)(=O)NCCc2cc3ccc(C)c(C)c3[nH]c2=O)cc1,102,102,92,101,0.1,100,-2,98
O=C1/C(=C/c2cccnc2)N=C2CCCCCN12,104,106,95,105,0.0,108,-4,95
CCC(C)NS(=O)(=O)c1ccc(S(=O)(=O)N(CC(=O)Nc2ccccc2)CC2CCCO2)cc1 (configuration not stated),·,95,101,103,0.0,101,0,101
COc1ccc(-c2cc(=O)oc3cc(OC(C)C(=O)NCCCn4ccnc4)ccc23)cc1 (configuration not stated),103,99,109,104,0.0,100,1,124
Cc1ccc(-c2csc(NC(=O)COC(=O)c3cccc(S(=O)(=O)N4CCOCC4)c3)n2)cc1,95,97,87,92,0.1,95,3,115
CCOc1cc(NC(=S)Nc2cccc(OC)c2)c(OCC)cc1NC(=O)c1ccc(C)cc1,92,·,95,96,0.1,87,27,107
O=C1c2oc3ccccc3c(=O)c2C(c2cccs2)N1CCCN1CCOCC1 (configuration not stated),94,101,99,94,0.1,101,5,79
Nc1c(C(=O)N/N=C/c2cccnc2)cnn1-c1ccccc1,101,102,94,105,-0.1,94,51*,115
O=C(Oc1ccc(=O)n(-c2ccccc2)n1)c1cccc(Cl)c1,102,84,112,95,-0.1,100,-1,87
CCCn1c(=O)c(C#N)cn(C2CC2)c1=O,106,100,109,98,0.0,98,-2,95
CCn1ccnc1CN(C)C(=O)C1CCC(=O)N(Cc2cccc(F)c2)C1 (configuration not stated),103,95,93,104,0.4,100,5,113
COc1ccc2c(CC(=O)Nc3ccc(OC)c(S(=O)(=O)N4CCOCC4)c3)coc2c1,110,104,126,96,0.1,114,-1,92
CCN(CC)CCOC(=O)C1(c2ccc(OC)c(OC)c2)CCCC1,102,101,102,95,0.4,103,-5,128

No new results follow: an excerpt of the list.
SMILES,AGP1-GFP MLPCN,CIT2 TOR yeast,LAP4 TOR yeast,RPL19A-GFP yeast,Efflux pump inh,MEP2 TOR yeast,AHR act,Yeast superoxide
COC(=O)c1cc(C(=O)c2ccccc2)n2c(=O)/c(=C\N(C)C)sc12,103,96,99,99,0.1,98,1,93
CC/C(O)=C1\C(=O)CC(c2ccccc2)CC1=NC(C)C (configuration not stated),94,96,102,99,0.9,94,123*,97

Continued:
SMILES,AGP1-GFP MLPCN,CIT2 TOR yeast,LAP4 TOR yeast,RPL19A-GFP yeast,Efflux pump inh,MEP2 TOR yeast,AHR act,Yeast superoxide
CCOc1ccc2nc(SCC(=O)NCC3CCCO3)c(C#N)cc2c1 (configuration not stated),49,93,112,99,0.0,211*,0,103
CCN(CC)c1cc(Cl)c2nonc2c1N,104,91,110,97,0.1,103,-1,110
CCOC(=O)N1CCN(C(=O)CCn2c(=O)[nH]c3ccsc3c2=O)CC1,104,100,101,98,-0.1,96,1,104
CC1(C)CC2CC(C)(CN2C(=O)COC(=O)c2n[nH]c(=O)c3ccccc23)C1 (configuration not stated),90,85,84,90,0.0,91,0,106
CC[n+]1c(/C=C/N(C)c2ccccc2)oc2ccc(F)cc21,104,103,104,105,0.1,103,5,96
COc1ccc(NC(=O)C(=O)NCCN2CCN(C(=O)c3ccco3)CC2)cc1,84,101,104,93,0.0,63,-3,98
Cc1ccc(-c2nnn(C/C(N)=N/O)n2)cc1,101,104,91,106,0.2,102,0,103
C[C@H]1CCC(=O)N([C@H](CC#N)Cc2ccccc2)CC1,89,96,130,94,-0.1,90,0,97
N=C1S/C(=C\c2ccccc2F)C(=O)N1c1ccc(F)cc1,97,99,89,100,-0.2,100,1,110
COc1ccc(-c2nnn(-c3ccc(Cl)cc3Cl)c2N)cc1,105,96,111,97,-0.2,96,-5,93
Cc1cc(F)ccc1S(=O)(=O)N1CCCOC1CNC(=O)C(=O)NCc1ccco1 (configuration not stated),91,101,87,98,0.1,97,-1,104
COc1ccc(/C=C(/NC(=O)c2ccco2)C(=O)N2CCCC2=O)cc1,104,104,96,105,-0.1,110,1,109
CC(=O)C1=C(O)C(=O)N(c2ccc(O)cc2)C1c1ccccc1[N+](=O)[O-] (configuration not stated),99,104,91,99,-0.1,102,24,91
COC(=O)CSc1nc(-c2ccc(C)cc2)c2c(c1C#N)CCCC2,107,109,104,108,0.1,113,-1,104
COCc1ccc(CN2CCCC(CO)(Cc3cccc(OC)c3)C2)o1 (configuration not stated),111,97,113,98,0.0,104,0,83
O=C(CSc1nc2ccccc2c(=O)n1Cc1ccco1)N1CCN(c2ccccc2)CC1,101,93,118,98,0.0,105,3,99
COCCn1c(Sc2ccc(C)cc2)nc2c1c(=O)[nH]c(=O)n2C,102,90,97,99,0.1,96,8,96
COc1ccc(-c2nc3ccc(C(=O)NCCCN4CCOCC4)cc3nc2-c2ccc(OC)cc2)cc1,87,100,104,103,0.4,97,1,131
O=C(CNC(=O)c1sc2ccccc2c1Cl)Nc1ccccc1F,88,80,93,89,0.2,93,-1,132
COc1cc2nc(CN3CCOCC3)n(CC(=O)N3CCCCCC3)c(=O)c2cc1OC,97,93,97,100,0.4,100,2,123
CC(=O)c1c(C)nn(CC(=O)NC2CCCN(Cc3ccc(CC(C)C)cc3)C2)c1C (configuration not stated),99,102,93,99,0.1,103,-3,87
